Screens: PubChem, several laboratories
SV40 large T antigen: SV40 large T antigen inhibitors, biochemical (AID 1903). SV40 large T antigen ATPase/helicase inhibition assay; higher % means a stronger effect. inhibition, % at 20 µM; hits with a dose series show IC50 in µM. 0.39% of 310,000 active; in the data active = a potency from the dose series; inconclusive = inhibition mostly from about 32% at the one dose, without a potency; inactive = the rest, 99 in 100 with inhibition below about 32%; note: strong numbers were not always called active
West Nile virus CPE: inhibition of WNV-induced cytopathic effect – cell-based, CPE readout (AID 1621); 0.02% of 290,000 active; West Nile virus-infected cells, CPE inhibition; higher % means a stronger effect; CPE inhibition, % at 10 µM; hits with a dose series show IC50 in µM; in the data active = a potency from the dose series; inconclusive = CPE inhibition mostly from about 3.7% at the one dose, without a potency; inactive = the rest, 99 in 100 with CPE inhibition below about 2.2%; note: strong numbers were not always called active
MgcRacGAP inhibition: MgcRacGAP GTPase-activating activity inhibitors, confirmation, biochemical, ADP Hunter fluorescence; 0.6% of 340,000 active; MgcRacGAP-stimulated Rac1 GTP hydrolysis, ADP Hunter fluorescence; higher % means a stronger effect; GST-tagged Rac1 F28L mutant substrate; inhibition, % at 30 µM; hits with a dose series show IC50 in µM;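 active = first-screen hits whose inhibition reached a set limit at any dose in the follow-up dose series; inconclusive = inhibition above the set first-screen limit but never retested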;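 note: fluorescence reports GDP produced by GAP-driven GTP hydrolysis; strong numbers were not always called active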
WT yeast gro inh: growth inhibition of WT yeast, mitochondrial fusion screen; mitochondrial fusion phenotypic screen, WT strain; inhibition, % at 10 µM; 2.1% of 190,000 active; AID 1362; in the data active = inhibition above about 58%; tested in S. cerevisiae
Myeloid diff 2: myeloid differentiation induction; AID 624256; calls only at 10 µM; ER-HoxA9 myeloid progenitors, lysozyme-GFP differentiation, flow cytometry; 1% of 360,000 active;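 active = normalized GFP-positive differentiation at or above the plate's own cutoff, the solvent-only control mean plus 3 SD; inconclusive = no clear call, values can overlap the other calls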;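 note: cells exposed to compound for four days before flow analysis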
bCat nuc transl: modulators of beta-catenin nuclear translocation; nuclear translocation activity, % at 5 µM; HeLa beta-catenin nuclear translocation, immunofluorescence imaging; 0.3% of 190,000 active; AID 1665;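 active = nuclear translocation activity above 50% at 5 µM, with a well cell count of 50 or more; inconclusive = wells under 50 cells across six images, flagged as toxic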;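 note: per-cell ratio of nuclear to cytoplasmic median beta-catenin stain intensity; plate controls were DMSO negative control for no effect and GSK-3 inhibitor IX positive control for full effect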
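Test system: human HeLa cells, endogenous beta-catenin. Times: 24 h compound exposure, 37°C. Measured by: beta-catenin immunofluorescence imaging with DAPI.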
RSV CPE inhibition: inhibition of RSV-induced cytopathic effect – HEp-2 cells, primary 10 µM value included (AID 2391); HEp-2 cells, RSV-induced CPE inhibition; higher % means a stronger effect; CPE inhibition, % at 10 µM, or IC50 in µM where a hit was titrated; 0.13% of 310,000 active; in the data active = a potency from the dose series; inconclusive = CPE inhibition mostly from about 23% at the one dose, without a potency; inactive = the rest, 99 in 100 with CPE inhibition below about 21%; note: strong numbers were not always called active
Salmonella PhoP GFP: inhibitors of PhoP regulon expression, primary screen, Salmonella Typhimurium, GFP reporter (AID 1863); S. Typhimurium PhoP-regulated promoter GFP reporter, 4 h; higher % means a stronger effect; inhibition, % at 50 µM, or IC50 in µM where a hit was titrated; 0.16% of 300,000 active;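 active = inhibition over 29.93%, a cutoff 3 SD above the screen mean, later confirmed by dose response; inconclusive = inhibition over 29.93% but no dose response follow-up; inactive = inhibition at most 29.93% or unconfirmed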;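 note: 0% = low Mg2+ inducing control and 100% = high Mg2+ repressing control; strong numbers were not always called active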
T cell HTS: T cell immune modulation candidate; 2C CD8+ T cell-vesicle binding, flow cytometry; active compounds read low; calls only at 7 µM; 0.068% of 330,000 active; AID 2052;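 active = response, share of CD8 T cells binding vesicles, and their 90th percentile fluorescence all below set limits, cut at about 80% in these data, passing the limit was not always enough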
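Test system: purified 2C TCR transgenic mouse naive CD8+ T cells. Probe or stimulus: QL9-peptide-loaded Drosophila micro-vesicles bearing Ld, ICAM-1 and B7-1. Incubation: binding step 1.5 h, 37 °C, antibody labelling 20 min, ice. Measured by: flow cytometry of vesicle-bound cells.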
WT yeast gro inh mutant strain: recorded beside WT yeast gro inh, whose call it bears; inhibition, %; mitochondrial fusion phenotypic screen, mutant strain inhibition
bCat nuc transl cell count 5 µM: second read-out of bCat nuc transl, no call of its own (marks repeat the call); cell count; measured here: cell count, cytotoxicity flag
T cell HTS vesicle-bound %: second read-out of T cell HTS, no call of its own (marks repeat the call); double positive events, %; measured here: CD8+ vesicle-bound cell fraction;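 binding gate set so that unloaded-vesicle control wells show 10% double positive cells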
Myeloid diff 2 GFP+ MAC1+ %: also measured in Myeloid diff 2; calls as there; GFP+ MAC1+ double positive, %; measured here: differentiation confirmed by MAC1 staining
Starred values were filed as active, the others as inactive; i = inactive; ? = inconclusive; . = no result given; + = active, no number.

SMILES	SV40 large T antigen	West Nile virus CPE	MgcRacGAP inhibition	WT yeast gro inh	WT yeast gro inh mutant strain	Myeloid diff 2	Myeloid diff 2 GFP+ MAC1+ %	bCat nuc transl	bCat nuc transl cell count 5 µM	RSV CPE inhibition	Salmonella PhoP GFP	T cell HTS	T cell HTS vesicle-bound %
CCOc1ccc(N(CC(=O)Nc2ccccc2C(=O)NCc2ccco2)S(C)(=O)=O)cc1	20%	-0.8%	-1%	-17	-20	i	4.9	0.4	1186	-0.5%	-7%	i	47
CC(C)N1CCC(N2CCN(C/C=C/c3ccccc3)CC2CCO)CC1 (centres undefined)	23%	1.0%	5%	0	-3	i	0.1	-2.5	1122	-2.5%	2%	i	22
O=C(COC(=O)c1cc(S(=O)(=O)NCc2ccccc2)ccc1O)NCc1ccccc1	23%	.	6%	26	18	i	2.3	-1.0	1080	-0.2%	-6%	i	10
COc1cc(NC(=O)CN2c3ccccc3CC2C)cc(OC)c1OC (centres undefined)	-8%	.	7%	4	23	i	0.9	-2.5	1196	1.7%	5%	i	14
CCN(CC)CC(=O)N1c2ccccc2Sc2ccc(Cl)cc21	3%	-0.5%	7%	-11	-2	i	0.6	-3.1	1217	0.3%	-5%	i	55
Cc1cc(C(=O)COC(=O)c2cccs2)c(C)n1-c1c(C)n(C)n(-c2ccccc2)c1=O	21%	-0.3%	2%	-4	-4	i	0.8	.	.	1.6%	-2%	i	36
CC(=O)N1C=CN(C(C)=O)C(c2cn(C)c3ccccc23)C1c1cn(C)c2ccccc12 (centres undefined)	2%	0.2%	10%	-13	1	i	0.7	.	.	2.2%	3%	i	14
CCOc1ccc(N2C(=O)CSC23CCCCC3)cc1	2%	0.2%	12%	-7	-3	i	1.7	-0.9	1207	0.2%	-8%	i	35
CS(=O)(=O)NCCNC(=O)c1cc(OCC(F)(F)F)ccc1OCC(F)(F)F	-3%	-0.1%	12%	10	4	i	0.0	-3.7	1109	0.7%	7%	i	53
O=C(Cc1ccccn1)c1ccc(O)cc1O	10%	-0.7%	4%	.	.	i	1.3	.	.	2.6%	-1%	i	44
CCn1nc(NS(=O)(=O)c2ccccc2)c2cc3ccc(C)cc3nc21	12%	-0.2%	-11%	.	.	i	1.9	.	.	7.7%	0%	i	52
CC(C)Cn1c(N)c(C(=O)COC(=O)c2c(O)c(Cl)cc(Cl)c2Cl)c(=O)n(C)c1=O	.	.	3%	.	.	i	0.3	.	.	1.3%	.	i	40
CC1CCc2c(sc(NC(=O)CCc3nc4ccccc4c(=O)[nH]3)c2C#N)C1 (centres undefined)	.	.	9%	.	.	i	0.7	.	.	1.0%	.	i	43
Cc1cc(-c2ccccc2)c(C#N)c(SCC(N)=O)n1	7%	0.1%	10%	4	9	i	1.2	0.2	944	17%	5%	i	52
COc1cc(C2NC(=S)NC(C)=C2C(=O)Nc2ccc(C)cc2)ccc1O (centres undefined)	27%	0.0%	6%	-3	-1	i	0.6	-0.9	1051	1.5%	6%	i	58
CCOc1cc2[nH]c(=S)n(Cc3ccc(C(=O)NCCCOC)cc3)c(=O)c2cc1OCC	3%	-0.2%	4%	.	.	i	0.5	.	.	0.2%	16%	i	23
COc1ccc(C(=O)/C=C/c2ccc(OC)c(COc3ccccc3F)c2)cc1	-6%	-0.2%	-1%	5	-4	i	1.0	-2.8	1097	5.3%	8%	i	25
N#CC1=C2SCN(c3ccccc3)CN2C(=O)CC1c1cccs1 (centres undefined)	25%	-0.1%	15%	5	3	i	1.8	-0.4	1183	1.1%	15%	i	49
O=C(c1cc(Cl)c(=O)n(Cc2ccc(Cl)cc2)c1)N1CCOCC1	2%	-0.4%	4%	-12	10	i	0.9	.	.	1.1%	-10%	i	29
O=C(O)Cn1c(SCCOc2ccccc2)nc2ccccc21	-1%	-0.1%	8%	17	6	i	6.3	2.1	1123	-0.5%	6%	i	36
Cc1ccc(OCc2ccccc2C)c([N+](=O)[O-])n1	-10%	0.1%	6%	.	.	+	1.2*	.	.	?	6%	i	16
Cc1ccc(-c2csc(NC(=S)NC(=O)/C=C/c3ccco3)n2)cc1	6%	?	8%	10	-15	?	.	31	1184	1.0%	-4%	i	51
CCOC(=O)CNC(=O)CSc1nnc(-c2c[nH]c3ccccc23)n1CC	19%	0.1%	11%	.	.	i	0.8	-1.1	1239	0.8%	-7%	i	57
COc1ccc(NC(=S)N/N=C2\CC(C)(C)Oc3ccc(O)cc32)cc1	11%	?	6%	14	0	i	0.3	-0.2	1153	1.2%	4%	i	64
Cc1ccc(C)c(/C=N/n2cc(-c3ccccc3)[nH]c2=S)c1	18%	-0.8%	2%	71*	59*	i	1.0	-3.7	1011	1.0%	-4%	i	41
COc1ccc(-n2c(SCC(=O)Nc3ncc(Cl)cc3Cl)nc3ccccc32)cc1	11%	-0.2%	.	47	25	.	.	3.1	872	19%	5%	i	21
O=C(O)c1cccc(NC(=O)c2ccc(CN3C(=O)c4ccccc4C3=O)cc2)c1	4%	0.0%	10%	.	.	i	0.3	.	.	1.4%	-3%	i	65
O=c1cc(Cn2nnc(-c3ccc(Cl)cc3)n2)nc2sccn12	2%	-0.2%	7%	7	21	i	1.2	-7.7	1002	17%	-2%	i	54
Cn1c(=O)c2sccc2n2c(CCCC(=O)NCc3ccc(F)cc3)nnc12	2%	-0.2%	6%	.	.	i	3.2	.	.	1.1%	4%	i	38
O=C(CCc1c[nH]c2ccccc12)NCCOc1ccccc1	4%	0.1%	4%	.	.	i	2.5	.	.	2.9%	8%	i	20
COC(=O)c1ccc(NC(=S)NC(=O)C2CCC2)cc1	16%	0.0%	6%	.	.	i	1.9	.	.	1.2%	-1%	i	20
Fc1ccc(Cn2nnnc2C(c2cccs2)N2CCCCCC2)cc1 (centres undefined)	2%	.	0%	63*	11*	i	4.7	0.4	884	4.0%	15%	i	5
O=C(c1ccccc1-c1nc(-c2ccc(F)cc2)no1)N1CCCC1	6%	0.0%	11%	32	12	i	1.7	-1.2	929	2.6%	-5%	i	14
CN(C)/C=C1/Sc2ccccc2C1=O	0%	0.1%	7%	-6	2	i	0.7	-0.9	1388	0.0%	-9%	i	8
CC(=O)c1ccc(NC(=O)Nc2ccc([N+](=O)[O-])cc2C)cc1	10%	-0.2%	9%	0	-5	i	0.3	-0.9	1236	2.3%	7%	i	51
COc1ccccc1C1=CC(=O)C[C@H](c2ccc(Cl)cc2)C1	.	.	-2%	.	.	i	1.8	.	.	0.4%	.	i	22
Cc1cc(C)c2cc(CN(CCO)Cc3nnnn3Cc3ccccc3)c(=O)[nH]c2c1	9%	0.2%	17%	12	16	i	1.1	-6.9	1089	0.1%	12%	i	12
CCNC(=O)c1c(O)c2ccccc2[nH]c1=O	0%	-0.3%	-2%	22	35	i	6.6	-1.2	1189	2.1%	13%	i	52
COc1ccc(CCNC(=O)CCNS(=O)(=O)c2ccc3c(c2)CCN3C(C)=O)cc1OC	0%	0.0%	-2%	5	-1	i	0.7	0.9	1016	0.6%	0%	i	60
FC(F)(F)c1cc(-c2cccs2)nc(-n2cc(Br)cn2)n1	-2%	-0.5%	-7%	0	-18	i	1.3	-14	1190	4.7%	-11%	i	25
O=C(O)CCNS(=O)(=O)c1ccc2c(c1)Cc1ccccc1-2	8%	0.0%	11%	15	10	i	0.8	-1.2	1224	4.7%	-13%	i	30
COCCSc1ccccc1C(=O)NCCCn1ccnc1	6%	-0.2%	14%	-4	-10	i	6.9	.	.	0.1%	6%	i	32
CCOC(=O)C1CCN(C(=O)C2CCN(S(=O)(=O)CC)CC2)CC1	-1%	-0.4%	5%	-17	-11	i	1.2	-1.5	1439	2.8%	-3%	i	21
CCOc1ccc(NC(=O)CSc2nnc(Cn3cnc4ccccc43)n2C)cc1	0%	0.1%	3%	-1	-11	i	0.8	-2.1	1142	0.3%	2%	i	52
Cc1ccc(C(=O)C2=C(O)C(=O)N(Cc3ccco3)C2c2cccc(Br)c2)o1 (centres undefined)	11%	0.2%	10%	.	.	i	0.4	.	.	2.2%	2%	i	23
CC(C)Oc1ccc(S(=O)(=O)N2CCOCC2)cc1NC(=O)C1CCC1	5%	.	5%	.	.	i	0.6	.	.	0.1%	3%	i	23
Cc1ccc(NS(=O)(=O)c2ccc(Cl)c(C(=O)Nc3cccc(C(=O)O)c3)c2)cc1	5%	0.4%	7%	.	.	i	0.4	.	.	0.8%	4%	i	57
CC1(C)Cc2ccccc2-c2[nH]c(=S)[nH]c(=O)c21	5%	0.7%	9%	.	.	i	0.6	.	.	1.2%	4%	i	41
COc1ccccc1-c1nc2cc(Cl)ccc2c(=O)n1O	25%	0.7%	4%	.	.	i	0.8	.	.	2.2%	1%	i	36
CC(Sc1nnc(C2CC2)n1C1CC1)C(=O)Nc1cccc(S(=O)(=O)N2CCOCC2)c1 (centres undefined)	.	.	0%	.	.	i	0.8	.	.	0.3%	.	i	26

Remaining list, next part.
SMILES	SV40 large T antigen	West Nile virus CPE	MgcRacGAP inhibition	WT yeast gro inh	WT yeast gro inh mutant strain	Myeloid diff 2	Myeloid diff 2 GFP+ MAC1+ %	bCat nuc transl	bCat nuc transl cell count 5 µM	RSV CPE inhibition	Salmonella PhoP GFP	T cell HTS	T cell HTS vesicle-bound %
Cc1ccc(C(=O)c2ccc(CC(=O)O)n2C)cc1	5%	.	7%	.	.	i	1.6	.	.	0.2%	3%	i	24
COc1ccc(CNC(=O)C(=O)NCC2OCCN2S(=O)(=O)c2ccc(C)cc2)cc1 (centres undefined)	15%	0.1%	-12%	.	.	i	1.1	.	.	-0.8%	7%	i	53
O=C(Nc1ccc(N2CCOCC2)cc1)c1ccc(S(=O)(=O)NCc2ccco2)cc1	4%	-0.6%	15%	.	.	i	0.2	-0.3	1296	3.2%	-7%	i	43
CCCCCn1c(CN2CCCCC2CC)nc2c1c(=O)n(C)c(=O)n2C (centres undefined)	6%	-0.3%	5%	.	.	i	3.2	-1.0	1046	1.6%	.	i	26
COc1cc(C(=O)N2CCN(C(=O)c3ccco3)CC2)c([N+](=O)[O-])cc1OC	3%	-0.3%	0%	-5	8	i	0.5	0.7	1088	3.0%	3%	i	26
